Assay outcomes as filed in PubChem BioAssay.
FBA Mtb inh: Mtb FBA enzyme inhibitors, primary screen, biochemical, fluorescence, strain H37Rv. AID 588726, 2011. purified M. tuberculosis FBA, fluorescence read-out. 360,000 tested, 2.3% active. inhibition, % at 1 µM. Fructose-bisphosphate aldolase (Mycobacterium tuberculosis (strain ATCC 25618 / H37Rv)), …; in the data active = inhibition above about 27%;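 also: 0% = vehicle and 100% = reference inhibitor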
BH1578 lux ind: inducers of Vibrio cholerae quorum light production without autoinducers, primary screen, BH1578 luxS cqsA deficient, single point; V. cholerae BH1578 lux reporter, luminescence, 6 h; activation, % at 18.7 µM; 350,000 tested, 0.16% active; in the data active = activation mostly above about 9.7%, no sharp cut-off; also: not every result past the cut was called active; inactives centre near 0; reference of the scale not given here
DUSP3 inh: VHR1 phosphatase inhibitors, primary screen, biochemical, absorbance, uHTS. Dual specificity protein phosphatase 3 (Homo sapiens), P51452. recombinant VHR phosphatase, pNPP absorbance. inhibition, % at 13.3 µM. 290,000 tested, 0.52% active. AID 1654, 2009; in the data active = inhibition above about 50%; also: some compounds called inactive have numbers as strong as hits
Target sequence (P51452 whole entry, looked up): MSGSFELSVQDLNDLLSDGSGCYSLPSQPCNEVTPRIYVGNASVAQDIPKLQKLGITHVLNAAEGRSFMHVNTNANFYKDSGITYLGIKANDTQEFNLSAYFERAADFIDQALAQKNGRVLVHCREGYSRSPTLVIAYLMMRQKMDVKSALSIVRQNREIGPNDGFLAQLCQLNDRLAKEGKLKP
Mtb BioA inh: M. tuberculosis BioA enzyme inhibitors, primary screen, biochemical, plate reader, single point, HTS. purified M. tuberculosis BioA enzyme. AID 602481, 2012. inhibition, % at 9.99 µM. 360,000 tested, 0.096% active. 7,8-diaminopelargonic acid synthase BioA (Mycobacterium tuberculosis); in the data active = inhibition above about 40%
UGM FP inh: M. tuberculosis UGM enzyme inhibitors, primary screen, biochemical, fluorescence polarization, single point | purified UGM, fluorescence polarization probe displacement | 320,000 tested, 0.06% active | UDP-galactopyranose mutase (Mycobacterium tuberculosis (strain ATCC 25618 / H37Rv)), … | AID 504406, 2011 | inhibition, % at 10 µM; in the data active = inhibition above about 10%, passing the limit was not always enough
Target sequence (P9WIQ1 whole entry, looked up): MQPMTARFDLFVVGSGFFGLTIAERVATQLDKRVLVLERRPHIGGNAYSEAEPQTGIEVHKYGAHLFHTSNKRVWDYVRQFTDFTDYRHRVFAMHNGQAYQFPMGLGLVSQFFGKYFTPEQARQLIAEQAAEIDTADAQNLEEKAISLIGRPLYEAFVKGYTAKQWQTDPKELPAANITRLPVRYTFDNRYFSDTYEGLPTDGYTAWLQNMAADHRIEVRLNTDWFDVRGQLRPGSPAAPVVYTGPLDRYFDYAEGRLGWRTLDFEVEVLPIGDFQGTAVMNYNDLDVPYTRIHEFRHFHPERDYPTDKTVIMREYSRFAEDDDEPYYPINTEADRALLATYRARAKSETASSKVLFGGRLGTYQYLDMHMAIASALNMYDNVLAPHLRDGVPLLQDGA
Rv3671c protease: Rv3671c serine protease inhibitors, primary screen, biochemical, fluorescence polarization, M. tuberculosis H37Rv | 320,000 tested, 0.048% active | inhibition, % at 5.96 µM; in the data active = inhibition above about 38%;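 also: extracellular domain of Rv3671c used as enzyme; 0% = enzyme with DMSO and 100% = no enzyme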
Target sequence (P9WHR9 whole entry, looked up, the tested form may be a part): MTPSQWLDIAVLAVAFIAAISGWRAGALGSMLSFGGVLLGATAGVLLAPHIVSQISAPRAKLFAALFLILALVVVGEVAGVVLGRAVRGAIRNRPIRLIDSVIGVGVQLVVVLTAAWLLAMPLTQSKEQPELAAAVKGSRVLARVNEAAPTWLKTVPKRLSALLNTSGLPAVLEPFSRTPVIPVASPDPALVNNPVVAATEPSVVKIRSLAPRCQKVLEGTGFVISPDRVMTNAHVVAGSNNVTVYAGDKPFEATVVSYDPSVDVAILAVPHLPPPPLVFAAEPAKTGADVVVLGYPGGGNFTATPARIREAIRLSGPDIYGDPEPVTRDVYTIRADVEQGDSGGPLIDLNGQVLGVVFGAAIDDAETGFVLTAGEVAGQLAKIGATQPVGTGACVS
SARS 3CLpro inh: SARS-CoV 3CLpro protease inhibitors, primary screen, biochemical, quenched FRET. Replicase polyprotein 1ab (Severe acute respiratory syndrome coronavirus), P0C6X7. recombinant SARS-CoV 3CLpro, quenched FRET peptide cleavage. inhibition, % at 6 µM. 290,000 tested, 0.14% active. AID 1706, 2009; in the data active = inhibition above about 12%
GDH-TPI inh: GDH-TPI coupling enzyme inhibitors, primary screen, artefact control for M. tuberculosis FBA inhibitor project, biochemical, absorbance, full deck. 360,000 tested, 1.2% active. inhibition, % at 4.8 µM. GDH-TPI coupled enzyme counterscreen, NADH absorbance; in the data active = inhibition above about 30%;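 also: 0% = DMSO wells and 100% = wells lacking the enzyme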
SSB-PriA inh: inhibitors of Klebsiella pneumoniae PriA binding to SSB C-terminal tail, primary screen, biochemical, AlphaScreen | PriA–SSB C-terminal tail interaction (Klebsiella pneumoniae) | AID 1272365, 2023 | AlphaScreen SSBct-PriA binding, biotinylated peptide | 430,000 tested, 0.6% active | inhibition, % at 33 µM; in the data active = inhibition mostly above about 37%, no sharp cut-off; inactive = mostly below about 20%;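 also: plate controls were negative control peptide for no effect and reference peptide for full effect; strong numbers were not always called active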
MazEF act: activators of E. coli MazEF toxin-antitoxin RNase, primary screen, biochemical, fluorescence, uHTS; FAM/BHQ RNA-DNA oligo cleavage fluorescence, 5 h; activation, % at 20 µM; 350,000 tested, 0.32% active; AID 504720, 2011; in the data active = activation above about 50%
Target sequence (P0AE70 whole entry, looked up): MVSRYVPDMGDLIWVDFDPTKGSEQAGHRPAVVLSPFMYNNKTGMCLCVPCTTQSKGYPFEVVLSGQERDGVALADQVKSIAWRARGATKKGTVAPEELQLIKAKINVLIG
* = called active by the depositor; i = inactive; . = no result given; & = joins results of further samples.

SMILES	FBA Mtb inh	BH1578 lux ind	DUSP3 inh	Mtb BioA inh	UGM FP inh	Rv3671c protease	SARS 3CLpro inh	GDH-TPI inh	SSB-PriA inh	MazEF act
COc1ccc([C@H]2CN(c3ccc(OC)cc3)C(=O)[C@@H]2CC(=O)Nc2ccccc2)cc1	-2.5	-0.6	.	0.6	.	.	.	-3.8	.	8.5
CCN(CC)C(=O)/C(=C/c1cccc([N+](=O)[O-])c1)NC(=O)c1ccco1	-0.3	-1.8	-8.5	5.6	2.8	2.0	1.6	3.7	-1.9	5.5
CC(=O)Nc1ccc(S(=O)(=O)N2Cc3ccccc3-n3nncc3C2)cc1	4.6	-0.3	.	.	.	.	.	-5.2	.	4.4
Cc1ccc(NC(=O)CN2C(=O)S/C(=C\c3cc(C)n(-c4ccc(C(=O)O)cc4)c3C)C2=O)cc1	0.4	-0.8	16.6	2.5	-1.2	-3.6	0.5	16.8	6.8	3.5
Cc1nc2ccc(NC(=O)c3cnc(Cl)c(Cl)c3)cc2s1	-1.2	-0.5	-7.7	.	1.0	-41.6	4.0	-5.2	-6.8	7.7
Cc1ccc(NC(=O)COc2ccc(N(C)S(=O)(=O)c3ccc(F)cc3)cc2)cc1	-1.4	-2.1	.	-0.9	4.9	-16.2	.	-2.8	-13.3	0.0
CN(C)S(=O)(=O)c1ccc(C(=O)OCCN=C2NS(=O)(=O)c3ccccc32)cc1	0.7	-0.2	17.3	0.6	2.3	3.0	4.5	-3.4	-6.1	8.7
CC(=O)Nc1ccc(OCC(O)Cn2c(C(C)C)nc3ccccc32)cc1 (configuration not stated)	1.2	0.3	18.2	.	0.8	-1.6	-0.6	6.9	1.6	-0.6
CC1Cc2cc(S(=O)(=O)CCC(=O)NC3CCCCC3)ccc2N1C(=O)C1CC1 (configuration not stated)	2.6	-3.1	8.0	1.1	0.1	8.5	0.1	-1.0	-11.4	4.7
CC1(C)CC(CCNC(=O)c2ccc(-n3cnnn3)cc2)CC(C)(C)N1	-1.7	-0.5	21.4	-2.1	0.0	-1.0	1.3	0.8	-6.2	6.4
CS(=O)(=O)c1ccc(C(=O)N(Cc2ccccc2)c2ccccc2)cc1	4.0	i	-2.9	-0.5	-0.5	0.6	2.4	6.8	2.1	-1.5
Nc1cc(=O)[nH]c(SCC(=O)Nc2nc3ccc([N+](=O)[O-])cc3s2)n1	.	.	48.7	.	0.0	1.9	-2.1	.	.	.
CCN(CC(=O)NC(=O)Nc1ccccc1F)Cc1ccccc1	0.0	i	.	.	-2.4	-5.5	.	-4.2	-27.7	-4.3
CC(C)Sc1nc(N)nc(-c2cccs2)c1C#N	-0.8	i	5.4	.	1.1	-10.3	8.9	6.1	-33.0	5.0
CCNC(=O)NC(=O)COC(=O)CCCc1nc2ccccc2s1	-2.3	-0.2	-3.7	.	0.6	-1.3	-4.7	7.9	-8.8	3.7
Brc1cccc(OCCCN2CCCCCC2)c1	1.6	-0.3	1.6	.	-2.9	-12.6	-0.2	-6.6	-0.1	-9.2
O=C(NCCNS(=O)(=O)c1ccc(Cl)cc1)c1cc(OCC(F)(F)F)ccc1OCC(F)(F)F	-1.4	-0.2	-7.7	-0.5	-2.3	-2.8	10.3	15.0	-9.1	-20.2
CCOC(=O)CSc1nnc(CNC(=O)c2cccs2)n1-c1cccc(C)c1	2.4	i	-3.6	4.8	3.4	-7.3	-8.5	-5.4	-12.6	-1.1
COc1ccc(C2c3[nH]c4ccccc4c3CCN2C(=O)Cc2nonc2C)c(F)c1 (configuration not stated)	-0.6	i	3.3	.	6.5	-3.5	4.5	-5.2	-11.7	10.1
COC(=O)Cn1c(CN2CCC(Cc3ccccc3)CC2)nc2c1c(=O)n(C)c(=O)n2C	3.4	i	-7.7	-1.6	-1.4	4.4	-9.9	5.3	8.7	0.2
O=S(=O)(NCc1csc(-c2ccccc2)n1)c1ccc(Cl)s1	-0.4	i	-24.4	-0.5	0.4	0.3	6.0	4.8	0.5	1.7
O=C(NCCS(=O)(=O)N1CCN(c2ccccc2)CC1)C12CC3CC(CC(C3)C1)C2	2.0	0.0	.	-2.5	.	.	.	12.5	.	-1.3
Cc1ccc(CNC(=O)CN(C(=O)C2(C)CC(=O)N=C3C=CC=CN32)c2ccccc2)cc1 (configuration not stated)	73.7*	-0.3	21.4	0.0	1.8	4.8	0.1	2.3	-0.2	2.1
COc1ccc(NC(=O)C(c2ccc(OC)cc2)N(C)C(=O)CNC(C)=O)cc1 (configuration not stated)	-11.9	7.7	9.5	-0.7	1.4	-0.3	1.7	-4.0	-0.9	-0.9
Cc1cccc2nc3c(nc12)CCCC3	5.6	i	-5.4	1.0	-0.5	6.3	-2.6	3.0	-9.6	-8.7

The closing two records of the section above are carried over, then new ones follow:
SMILES	FBA Mtb inh	BH1578 lux ind	DUSP3 inh	Mtb BioA inh	UGM FP inh	Rv3671c protease	SARS 3CLpro inh	GDH-TPI inh	SSB-PriA inh	MazEF act
COc1ccc(NC(=O)C(c2ccc(OC)cc2)N(C)C(=O)CNC(C)=O)cc1 (configuration not stated)	-11.9	7.7	9.5	-0.7	1.4	-0.3	1.7	-4.0	-0.9	-0.9
Cc1cccc2nc3c(nc12)CCCC3	5.6	i	-5.4	1.0	-0.5	6.3	-2.6	3.0	-9.6	-8.7
N/C(=N/O)C(c1ccccc1)c1ccccc1	-1.3	-0.3	-4.1	.	-0.3	-1.0	-5.4	6.9	.	2.7
Cc1nn(-c2ccc([N+](=O)[O-])cc2)c(N)c1-c1ccccc1	-1.1	-0.3	9.3	7.4	2.3	-10.6	0.0	9.8	29.1	5.1
CCCN(CC(=O)Nc1ccccc1C)C(=O)c1ccc2[nH]c3c(c2c1)CC(C)CC3 (configuration not stated)	-0.9	i	.	-0.5	-3.3	-0.2	.	18.2	0.9	1.8
CCOC(=O)N1CCN(C(=O)CN(c2ccc(C)cc2)S(=O)(=O)c2c(C)noc2C)CC1	-0.1	-7.7	13.3	-3.1	-1.7	6.7	-5.4	-0.6	27.1	-9.3
O=C(NCc1ccccc1Cl)c1ccc(CS(=O)(=O)c2ccccc2)o1	-1.8	i	-2.4	2.1	0.0	0.9	3.4	6.0	-34.8	0.4
CC(=O)NS(=O)(=O)c1ccc(NS(=O)(=O)c2ccc(F)cc2)cc1	-1.1	i	32.2	.	3.2	9.2	-0.6	11.4	-17.9	1.3
CC(=O)Nc1ccc(S(=O)(=O)Nc2nc3ccccc3nc2-n2ccc(=NC(=O)c3ccccc3)cc2)cc1	1.0	0.6	4.4	-2.6	3.5	-1.5	0.5	3.1	-1.3	-11.8
COc1ccc(S(=O)(=O)NCCN2CCOCC2)cc1[N+](=O)[O-]	5.2	0.6	6.9	-1.1	-3.1	-3.6	-1.5	7.7	6.7	-1.2
Cc1nc2c(C(=O)NCCc3ccccc3)c[nH]n2c(=O)c1Cl	21.8	i	-2.4	.	3.6	-0.9	3.5	14.2	-8.3	-1.8
Cc1cc(C)c2c(N)c3cccc(C)c3nc2n1	65.5*	i	2.9	.	-0.5	-2.6	6.0	4.8	27.9	4.7
Cc1nn(-c2ccccc2Cl)c(Cl)c1/C=N/Nc1cccc(C(=O)O)c1	1.6	-0.3	-1.0	.	-1.4	7.1	-1.7	14.0	.	1.2
COc1cccc(NC(=O)CSc2nnc(NC(=O)c3ccco3)s2)c1	2.8	-0.1	0.5	-0.9	-0.9	0.7	3.4	23.0	-4.0	-1.1
CC(c1ccccc1)n1c(-c2ccc(C(C)(C)C)cc2)n[nH]c1=S (configuration not stated)	0.2	i	9.2	-0.6	2.9	1.4	1.1	11.2	0.4	-1.8
COc1ccc2[nH]c(C)c(CCNc3ccc(C(F)(F)F)cc3[N+](=O)[O-])c2c1	-4.0	i	29.3	3.5	4.6	12.8	0.3	-1.1	33.4	3.1
ClCC1NCC(c2ccccc2Cl)c2c1[nH]c1ccccc21 (configuration not stated)	1.6	-0.4	33.0	.	-1.4	-4.9	1.2	-1.6	32.6	5.0
O=C(NCc1ccco1)C1CCC(N2C(=O)c3ccccc3C2=O)CC1 (configuration not stated)	1.0	i	11.3	.	-0.8	-0.5	-1.4	14.2	4.8	-0.9
COc1ccc(N2CCN(c3oc(-c4ccccc4OC)nc3C#N)CC2)cc1	6.4	i	27.1	-1.1	-1.7	-0.4	5.0	2.8	27.0	4.0
O=C(Nc1ccc(F)cc1)N1CCC(c2nc3c(nnn3Cc3cccc(Cl)c3)c(=O)[nH]2)CC1	2.9	-0.4	18.8	7.2	-1.7	-15.3	-5.8	-6.8	10.2	-12.8
O=C(CSc1nnnn1-c1cccc(F)c1)Nc1nc2ccccc2s1	2.0	.	-9.1	-4.2	2.0	0.0	-2.3	-0.9	-0.9	-18.6
O=C(c1c(F)c(F)c(F)c(F)c1F)N1CCN(c2cccc(C(F)(F)F)c2)CC1	1.3	-0.4	-11.2	-0.9	2.5	0.6	-2.5	0.6	-8.3	3.3
O=C1CC(=O)N(c2ccccc2)N1c1ccccc1	1.5	-0.2	-12.8	.	-0.6	2.6	-0.7	2.6	9.0&-11.9	0.3
C=CCn1c(-c2cccc(S(=O)(=O)N(CC)CC)c2)n[nH]c1=S	2.6	-0.3	3.5	1.0	0.6	0.3	-1.1	1.6	-7.8	-15.7
CCOC(=O)C(=CNc1ncccc1C)C(=O)OCC	-0.6	i	16.3	0.2	-0.6	2.5	-3.4	38.0*	-1.8	1.8
O=C(NCc1ccccc1Cl)C1CCCN(S(=O)(=O)c2cccc3nonc23)C1 (configuration not stated)	-8.7	-0.3	25.5	-1.8	2.3	-12.8	1.1	0.0	-0.3	19.1
CC(C)CN(C(=O)CSc1nc2ccccc2c(=O)[nH]1)c1c(N)n(CC(C)C)c(=O)[nH]c1=O	3.5	i	.	-2.9	-0.4	3.7	.	19.8	-7.5	-0.5
Cc1cc(=O)[nH]c(SCC(=O)c2ccc(F)c(C)c2)n1	0.0	0.8	47.1	-1.6	2.5	0.8	9.1	2.3	-9.4	4.5
O=C(C[C@H]1C/C=C\CC[C@@H](Cc2ccc(F)cc2)C(=O)OCCNC1=O)NCCO	3.7	-0.8	.	-1.0	-0.5	-10.8	.	9.9	1.5	5.8

Reformatted: results already given
Compound,FBA Mtb inh,BH1578 lux ind,DUSP3 inh,Mtb BioA inh,UGM FP inh,Rv3671c protease,SARS 3CLpro inh,GDH-TPI inh,SSB-PriA inh,MazEF act
O=C1CC(=O)N(c2ccccc2)N1c1ccccc1,1.5,-0.2,-12.8,.,-0.6,2.6,-0.7,2.6,9.0&-11.9,0.3
C=CCn1c(-c2cccc(S(=O)(=O)N(CC)CC)c2)n[nH]c1=S,2.6,-0.3,3.5,1.0,0.6,0.3,-1.1,1.6,-7.8,-15.7
CCOC(=O)C(=CNc1ncccc1C)C(=O)OCC,-0.6,i,16.3,0.2,-0.6,2.5,-3.4,38.0*,-1.8,1.8
O=C(NCc1ccccc1Cl)C1CCCN(S(=O)(=O)c2cccc3nonc23)C1 (configuration not stated),-8.7,-0.3,25.5,-1.8,2.3,-12.8,1.1,0.0,-0.3,19.1
CC(C)CN(C(=O)CSc1nc2ccccc2c(=O)[nH]1)c1c(N)n(CC(C)C)c(=O)[nH]c1=O,3.5,i,.,-2.9,-0.4,3.7,.,19.8,-7.5,-0.5
Cc1cc(=O)[nH]c(SCC(=O)c2ccc(F)c(C)c2)n1,0.0,0.8,47.1,-1.6,2.5,0.8,9.1,2.3,-9.4,4.5
O=C(C[C@H]1C/C=C\CC[C@@H](Cc2ccc(F)cc2)C(=O)OCCNC1=O)NCCO,3.7,-0.8,.,-1.0,-0.5,-10.8,.,9.9,1.5,5.8

An excerpt, so the mix of outcomes need not match the whole.
